XIAP displacement – XIAP antagonists, biochemical, IAP family, fluorescence polarization (AID 1018) | one-dose displacement, % at 20 µM; IC50 in µM for titrated hits | XIAP BIR domain, fluorescence polarization peptide displacement; higher % means a stronger effect | 200,000 tested, 0.007% active; in the data active means displacement above about 50%; further: a part of the inactive calls stands beside numbers as strong as those of hits
Myeloid diff 2 – induction of myeloid progenitor differentiation, primary screen, cell-based, flow cytometry, MLPCN library | AID 624256, 2012 | 360,000 tested, 1% active | ER-HoxA9 myeloid progenitors, lysozyme-GFP differentiation | calls only at 10 µM;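 active means normalized GFP-positive differentiation at or above the plate's own cutoff, the solvent-only control mean plus 3 SD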;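 further: cells exposed to compound for four days before flow analysis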
Siah-1 displacement – Siah-1 peptide-binding antagonists, primary screen, biochemical, fluorescence polarization, rhodamine-plectin, uHTS (AID 1817); E3 ubiquitin-protein ligase SIAH1 (Homo sapiens); Siah-1 / rhodamine-plectin peptide fluorescence polarization; higher % means a stronger effect; displacement, % at 20 µM, or IC50 in µM where a hit was titrated; 290,000 tested, 0.02% active;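 active means displacement of at least 50% at 20 µM, with a fluorescence ratio check between 0.3 and a set limit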;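 further: plate controls were Siah plus tracer with DMSO for no effect and tracer alone without Siah for full effect; strong numbers were not always called active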
human PMI inhibition – inhibitors of human PMI, primary screen, biochemical, fluorescence intensity, coupled assay (AID 1209); Mannose-6-phosphate isomerase (Homo sapiens); purified PMI enzyme, coupled fluorescence intensity; higher % means a stronger effect; inhibition, % at 20 µM; hits with a dose series show IC50 in µM; 190,000 tested, 0.42% active;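 further: plate controls were DMSO vehicle for no effect and wells lacking substrate for full effect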
WT yeast gro inh – growth inhibition of WT strain, primary screen, mitochondrial fusion inhibitor project, WT and mutant strains, chemical genetic. AID 1362, 2008. 190,000 tested, 2.1% active. mitochondrial fusion phenotypic screen. inhibition, % at 10 µM; in the data active means inhibition above about 58%; tested in S. cerevisiae
TNAP activation fold – human TNAP enzyme activators, primary screen, biochemical, luminescent, no phosphate acceptor, uHTS (AID 1001). Alkaline phosphatase, tissue-nonspecific isozyme (Homo sapiens). one-dose activation fold at 20 µM; EC50 in µM for titrated hits. 200,000 tested, 0.03% active. purified TNAP, luminescent activation assay, no phosphate acceptor; higher activation fold means a stronger effect; in the data active means activation fold from about 3, or a potency from the dose series; inactive means the rest, 99 in 100 with activation fold below about 1.6; further: many of its hits are not listed in these tables
RSV antiviral HEp-2 – RSV antiviral activity via CPE protection, HEp-2 cells, primary 10 µM value included (AID 2391); HEp-2 cells, RSV-induced CPE inhibition; higher % means a stronger effect; CPE inhibition, % at 10 µM, or IC50 in µM where a hit was titrated; 310,000 tested, 0.13% active; in the data active means a potency from the dose series; further: strong numbers were not always called active
PhoP inhibition – inhibitors of PhoP regulon expression, primary screen, Salmonella Typhimurium, GFP reporter (AID 1863); 300,000 tested, 0.16% active; inhibition, % at 50 µM, or IC50 in µM where a hit was titrated; S. Typhimurium PhoP-regulated promoter GFP reporter, 4 h; higher % means a stronger effect;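 active means inhibition over 29.93%, a cutoff 3 SD above the screen mean, later confirmed by dose response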;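 further: 0% = low Mg2+ inducing control and 100% = high Mg2+ repressing control; strong numbers were not always called active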
human PMI inhibitors – human PMI inhibitors, high substrate, primary screen, biochemical, fluorescence intensity, high mannose 6-phosphate (AID 1220) | Mannose-6-phosphate isomerase (Homo sapiens) | recombinant PMI enzyme, coupled fluorescence intensity; higher % means a stronger effect | inhibition, % at 20 µM, or IC50 in µM where a hit was titrated | 190,000 tested, 0.66% active
WT yeast gro inh mutant strain – also measured in WT yeast gro inh; calls as there; inhibition, %; mitochondrial fusion phenotypic screen, mutant strain inhibition
Myeloid diff 2 GFP+ MAC1+ % – also measured in Myeloid diff 2; calls as there; GFP+ MAC1+ double positive, %; measured here: differentiation confirmed by MAC1 staining
Numbers without * were called inactive; i = inactive; / = not tested or not shown. Unless noted, no stated cut-off is given here; in the data, active means inhibition above about 50%; inactive means the rest.

Structure | XIAP displacement | Myeloid diff 2 | Myeloid diff 2 GFP+ MAC1+ % | Siah-1 displacement | human PMI inhibition | WT yeast gro inh | WT yeast gro inh mutant strain | TNAP activation fold | RSV antiviral HEp-2 | PhoP inhibition | human PMI inhibitors
Cc1cccc(/C=N/NC(=O)c2cc(C)nc3ccccc23)n1 | / | i | 1.2 | 0% | / | / | / | / | 0.4% | 5% | /
CCCCCCCCC/C(=N\O)c1ccccn1 | -3.3% | i | 0.7 | 0% | 1% | 74* | 69* | 1 | -1.2% | 9% | -4%
CC1(C)ON(C2CCCCC2)[C@H]2c3nc4ccccc4n3C[C@H]21 | / | i | 1.7 | -1% | / | / | / | / | -0.1% | 2% | /
Cc1noc(NS(=O)(=O)c2ccc(NC(=O)/C=C/c3ccc(Br)cc3)cc2)c1C | / | i | 1.0 | -8% | / | / | / | / | 19% | -1% | /
Cc1noc(C)c1CSc1nnc(-c2ccncc2)n1-c1cccc(Cl)c1C | -7.5% | i | 1.0 | 0% | 10% | -2 | -1 | 1.1 | 0.4% | 4% | 8%
COc1ccc(S(=O)(=O)Nc2ccccc2C(=O)N2CCOCC2)cc1Cl | / | i | 0.0 | 6% | / | / | / | / | 2.5% | -7% | /
CC(=O)c1c(C)nc2ccc(C)cc2c1-c1ccccc1 | -2.0% | i | 0.6 | 5% | 1% | 14 | 8 | 1 | -2.1% | 5% | 23%
C=CCc1c(C)nc(-c2ccccc2)nc1Nc1ccc(O)cc1 | -1.8% | i | 2.2 | 7% | 18% | 4 | 1 | 1.1 | 19% | 4% | 13%
CCCCCCCOc1ccc(-c2ccc(C#N)cn2)cc1 | 1.9% | i | 0.1 | 5% | 6% | 15 | 8 | 1.1 | 9.5% | 1% | 10%
COC(=O)c1cc(-c2cccs2)nc2ccccc12 | / | i | 0.6 | 5% | / | / | / | / | 17% | 9% | /
COc1ccc(-c2cn3c(C)c(C(=O)NC(C)(C)C)sc3n2)cc1 | / | i | 0.7 | 13% | / | 7 | -4 | / | 21% | / | /
O=C(N/N=C/c1ccncc1)c1cc2c(ccc3ccccc32)o1 | -5.2% | i | 0.8 | 4% | -18% | -9 | -35 | 1 | 11% | -19% | -5%
O=C(COC(=O)C12CC3CC(CC(C3)C1)C2)Nc1ccc2[nH]c(=O)[nH]c2c1 | / | i | 0.9 | -1% | / | / | / | / | 0.4% | 14% | /
CC(C)CC(=O)Nc1nc2ccc(S(=O)(=O)N3CCOCC3)cc2s1 | -4.0% | i | 0.8 | 3% | 2% | -14 | -18 | 1.1 | -1.2% | -9% | 0%
C#CCOCCOCCOCCNc1nc(N2CCN(C(=O)[C@H](CCCCN)n3cc([C@@H](N)CC(C)C)nn3)CC2)nc(N2CCN(C(=O)[C@H](Cc3cc4ccccc4[nH]3)n3cc([C@@H](N)Cc4ccc(O)cc4)nn3)CC2)n1 | -3.0% | i | 1.9 | 4% | -28% | -15 | 6 | 1.2 | 1.2% | 22% | -27%
O=C(CCC(=O)NC1CCCCCC1)Nc1nnc(C(F)(F)F)s1 | 2.3% | i | 5.4 | 2% | -4% | -18 | -1 | 1.1 | 0.0% | -4% | -10%
COc1ccc(C)cc1NC(=O)c1ccccc1NS(=O)(=O)c1ccc(Cl)s1 | -6.0% | i | 0.4 | 4% | 14% | 84* | 71* | 1.1 | 6.5% | -2% | 17%
O=C(N/N=C/c1ccccn1)c1cccc(NC(=O)c2ccccc2Cl)c1 | / | i | 0.1 | 13% | / | / | / | / | 1.1% | -4% | /
CCNC(=O)/N=C1/NC(=O)C(C(C)C)O1 (stereo unspecified) | -1.1% | i | 1.0 | 5% | -2% | -19 | -14 | 1.1 | 2.4% | 1% | -2%
COc1ccccc1N1CCN(C(c2ccccc2)c2nnnn2CCc2ccccc2)CC1 (stereo unspecified) | -0.4% | i | 0.4 | -6% | -26% | 14 | 19 | 1.1 | 15% | 2% | -27%
COc1cc(/C=C/C(=O)c2ccc(O)cc2)ccc1OCC#N | -6.5% | / | / | -4% | -8% | -13 | -22 | 1 | 6.6% | -8% | -2%
Cc1cccc(C(C)C)c1-n1nnnc1-c1ccccc1 | -3.4% | i | 1.2 | 4% | -1% | 28 | 18 | 1 | 2.9% | -6% | -1%
CN(C)c1nc(OCCNC(=O)Nc2ccccc2)nc(N(C)C)n1 | -3.1% | i | 0.7 | -2% | -8% | 1 | 4 | 1.1 | 5.3% | 12% | 1%
CC(C(=O)NCc1ccco1)c1ccc([N+](=O)[O-])cc1 (stereo unspecified) | 26% | i | 0.1 | 2% | -1% | -26 | 3 | 1.1 | 0.5% | 1% | 3%
CC(C)NC(=O)NC(=O)COC(=O)Cc1ccsc1 | -1.7% | i | 0.8 | 4% | 10% | -13 | -12 | 1 | 0.8% | 1% | 7%
N#C/C(=C1/C(=O)Nc2ccc(Br)cc21)c1ccccn1 | -1.9% | i | 0.3 | -5% | 1% | 5 | 11 | 1 | 3.0% | -7% | 7%
COc1ccccc1CNS(=O)(=O)c1ccc(-n2cccn2)cc1 | / | i | 2.4 | -1% | / | / | / | / | 21% | -4% | /
Cc1cc(SCc2c(F)cccc2Cl)nc(=O)[nH]1 | / | i | 2.3 | 1% | / | / | / | / | 1.3% | -7% | /
Cc1ccc(S(=O)(=O)NCc2ccccn2)c(C)c1 | / | i | 0.6 | 10% | / | / | / | / | -0.9% | 0% | /
NC(=O)c1ccccc1NC(=O)CSc1nc2c(c(=O)[nH]1)CCCC2 | / | i | 1.0 | 5% | / | / | / | / | 3.6% | 0% | /
CSC1=NS(=O)(=O)c2c(C)nn(C)c2S1 | / | i | 0.2 | 3% | / | / | / | / | -1.0% | -5% | /
O=C(CSC1c2ccccc2C(=O)N1c1ccccc1)N1CCOCC1 (stereo unspecified) | -5.2% | i | 8.8 | -6% | -2% | -6 | -60 | 1.1 | -1.1% | -7% | -1%
O=C(CCS(=O)(=O)c1cccs1)Nc1ccc(C(=O)NCc2ccc(F)cc2)cc1 | -8.8% | i | 1.1 | 10% | 16% | -11 | -9 | 1.1 | 2.0% | 7% | 10%
COc1ccc(CCNC(=O)C2CCN(C(=O)c3ccc(Cl)cc3)CC2)cc1OC | / | i | 0.3 | 6% | / | / | / | / | 1.3% | -2% | /
CCCCCNC(=O)c1cc(S(=O)(=O)N2CCCCC2)ccc1F | -3.5% | i | 0.3 | -2% | 4% | 8 | -1 | 1.1 | -0.4% | -4% | -5%
CC(Sc1cnc2ccccc2n1)C(=O)O (stereo unspecified) | -6.9% | i | 0.7 | 2% | 6% | 0 | 10 | 1.1 | 1.9% | 2% | 7%
COc1ccc(C2CC(c3ccccc3)=NN2C(=O)CN2N=NC3C(=O)N(c4cccc(F)c4)C(=O)C32)cc1 (stereo unspecified) | 4.0% | i | 0.5 | 4% | 16% | 11 | 3 | 1.2 | 2.8% | -7% | 12%
NC(N)=NN=C1CCC(c2ccccc2)CC1 (stereo unspecified) | / | i | 0.5 | -5% | / | / | / | / | 0.5% | -5% | /
Cc1cc(C)c[n+](-c2nc3ccccc3nc2[N-]S(=O)(=O)c2ccc(Cl)cc2)c1 | -7.0% | i | 0.4 | -1% | 10% | 2 | -3 | 1.1 | 0.8% | -2% | 4%
O=C(CSc1ccc(-c2cccnc2)nn1)Nc1ccc(F)cc1F | / | i | 0.8 | 3% | / | / | / | / | 3.3% | 3% | /
C=CCn1c(C)cc(C(=O)COC(=O)/C=C/c2cccc(OC)c2)c1C | -5.7% | i | 0.3 | 5% | 10% | 22 | -24 | 1 | 3.0% | 0% | 11%
Cc1cc(Cl)c(S(=O)(=O)N/N=C/c2ccc3c(c2)OCO3)c(Cl)c1 | -5.8% | i | 0.8 | -1% | -8% | 2 | 16 | 1.1 | -0.3% | 5% | -24%
O=C(NCC(=O)N(c1cccnc1)C(C(=O)NC1CCCC1)c1cccs1)c1cccs1 (stereo unspecified) | -2.3% | i | 0.7 | -2% | / | -7 | -12 | 1.1 | -0.3% | -2% | /
Nc1nc2n(n1)C(c1ccccc1)CC(c1ccc(F)cc1)N2 (stereo unspecified) | -4.2% | i | 3.8 | -2% | 1% | -4 | -3 | 1.1 | 0.2% | 2% | 7%
O=C(/C=C/c1cccs1)Nc1ccncc1 | -6.1% | i | 0.3 | 3% | 0% | -7 | -19 | 1.1 | 1.1% | 1% | 4%
CC1CCCCN1C(=O)C1CC(c2ccc(F)cc2)=NO1 (stereo unspecified) | -12% | i | 7.3 | 0% | 6% | 8 | 14 | 1.1 | 2.0% | -3% | 8%
Cc1ccc2nc(SCC(=O)Nc3cc(C(C)(C)C)nn3-c3ccccc3)[nH]c2c1 | -7.7% | i | 0.7 | -4% | 22% | 12 | -3 | 1.1 | 15% | 9% | 21%
COc1ccc(N2CCN(C(=O)C(=O)c3c(C)[nH]c4ccccc34)CC2)cc1 | / | i | 0.6 | 6% | / | / | / | / | 4.1% | -4% | /
Cc1ccccc1NC(=O)C1CCN(S(=O)(=O)c2cccs2)CC1 | -8.5% | i | 0.2 | 4% | 7% | -10 | 26 | 1.1 | 1.3% | -1% | 5%
CSc1ncc(C(=O)Nc2ccc(C(C)=O)cc2)c(C)n1 | / | i | 0.8 | 6% | / | / | / | / | 0.6% | 10% | /
Cc1c(C(=O)N(C)C)sc(NC(=O)c2cccc([N+](=O)[O-])c2)c1C#N | -2.1% | i | 0.7 | -4% | 0% | -6 | 6 | 1.1 | 0.6% | 1% | -6%

Assay outcomes: PubChem BioAssay, several laboratories
